bIAP activator: bovine intestinal alkaline phosphatase activators, primary screen, biochemical, bovine IAP, CDP-star luminescence. 200,000 compounds, 0.17% hits. alkaline phosphatase, intestinal [Bos taurus]. activation factor at 20 µM. purified bovine IAP, 30 min; stronger effect = higher value; fold of DMSO-control signal, blank-subtracted;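 active = activation factor of 2 or more at 20 µM, a signal rise over negative controls twice the positive control's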
Efa HMGR inh: inhibitors of E. faecalis class II HMGR, primary screen, biochemical, Enterococcus faecalis; 190,000 compounds, 0.41% hits; HMG-CoA reductase (Enterococcus faecalis, mvaE); inhibition, % at 10 µM; purified E. faecalis HMGR, NADPH absorbance 340 nm kinetic;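 active = inhibition above a set limit, the median over all tested compounds plus 3 SD, cut at about 9.5% in these data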;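 note: enzyme runs in reverse so mevalonate oxidation gives rising NADPH absorbance; 0% = complete reaction with DMSO and 100% = background rate lacking mevalonate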
PPARg SRC-2 ag: agonists of PPARg-SRC-2 recruitment, primary screen, biochemical, HTS; Peroxisome proliferator-activated receptor gamma (Homo sapiens), P37231; PPARgamma LBD-SRC-2 recruitment; activation, % at 8 µM; 200,000 compounds, 0.34% hits; in the data active = activation above about 22%;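 note: 0% = vehicle and 100% = reference agonist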
Target sequence (P37231 whole entry, looked up, the tested form may be a part): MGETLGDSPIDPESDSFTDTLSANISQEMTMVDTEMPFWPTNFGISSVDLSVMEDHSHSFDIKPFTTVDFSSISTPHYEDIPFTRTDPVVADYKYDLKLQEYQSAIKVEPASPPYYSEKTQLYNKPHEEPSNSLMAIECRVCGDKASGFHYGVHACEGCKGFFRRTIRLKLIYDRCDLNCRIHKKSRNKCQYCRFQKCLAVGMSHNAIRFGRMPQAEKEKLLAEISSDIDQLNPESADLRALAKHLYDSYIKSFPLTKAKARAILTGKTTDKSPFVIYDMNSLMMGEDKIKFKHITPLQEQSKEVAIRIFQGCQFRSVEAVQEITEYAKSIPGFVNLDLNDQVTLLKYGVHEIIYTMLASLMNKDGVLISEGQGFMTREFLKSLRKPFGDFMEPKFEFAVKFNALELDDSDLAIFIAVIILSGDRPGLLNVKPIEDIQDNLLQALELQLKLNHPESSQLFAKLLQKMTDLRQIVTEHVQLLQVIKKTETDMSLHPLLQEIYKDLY
bIAP inh: bovine intestinal alkaline phosphatase inhibitors, primary screen, selectivity assay for TNAP inhibitor project, biochemical, bovine IAP, CDP-star luminescence | alkaline phosphatase, intestinal [Bos taurus] | inhibition, % at 20 µM | 190,000 tested, under 10 active | purified bovine IAP, 30 min;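 active = over 50% inhibition of intestinal alkaline phosphatase at 20 µM in the single-dose screen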
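Assay system – bovine IAP enzyme · Quantity – bovine IAP at 1/65,000,000 final dilution · Detection – CDP-star luminescence signal · Times – 30 min reaction at room temperature · Also added – CDP-star substrate at 30 µM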
TNAP act hiacc: TNAP activators at high phosphate acceptor level, primary screen, biochemical, luminescence, uHTS; purified TNAP, CDP-star luminescence, 1 M DEA, 30 min; stronger effect = higher value; 0 = EDTA background, 1 = DMSO-only activity; activation factor at 20 µM; 200,000 tested, under 10 active; AID 1136, 2008;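 active = activation factor at least 2 at 20 µM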
Target sequence (P05186 whole entry, looked up): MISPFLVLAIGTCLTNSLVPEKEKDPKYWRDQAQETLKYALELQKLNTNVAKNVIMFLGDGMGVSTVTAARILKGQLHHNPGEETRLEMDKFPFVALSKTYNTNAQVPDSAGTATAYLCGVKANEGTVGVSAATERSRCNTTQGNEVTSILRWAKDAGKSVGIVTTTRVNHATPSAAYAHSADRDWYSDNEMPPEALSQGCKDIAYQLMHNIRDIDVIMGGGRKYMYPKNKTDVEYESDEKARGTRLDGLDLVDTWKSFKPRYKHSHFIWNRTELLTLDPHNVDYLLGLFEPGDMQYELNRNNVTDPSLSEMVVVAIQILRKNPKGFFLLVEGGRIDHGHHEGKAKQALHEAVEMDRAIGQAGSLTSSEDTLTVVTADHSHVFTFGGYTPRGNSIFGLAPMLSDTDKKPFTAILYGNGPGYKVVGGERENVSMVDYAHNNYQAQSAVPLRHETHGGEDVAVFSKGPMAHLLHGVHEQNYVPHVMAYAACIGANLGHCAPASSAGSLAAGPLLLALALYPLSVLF
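Dosing: 20 µM single point. System: human TNAP. Amount: TNAP 1/800 final. Incubation: 30 min, room temperature. Read-out: TNAP activation factor scaled between EDTA and DMSO control wells. Signal: luminescence from CDP-star hydrolysis. Medium: 1 M DEA, pH 9.8, Mg2+, Zn2+. Control set: EDTA negative control, DMSO positive control.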
PPARg SRC-1 ag: PPARgamma agonists recruiting SRC-1 coactivator, primary screen, biochemical; PPARgamma-SRC-1 coactivator recruitment biochemical assay; AID 631, 2007; 200,000 compounds, 0.41% hits; Peroxisome proliferator-activated receptor gamma (Homo sapiens), P37231; activation, % at 8 µM; in the data active = activation above about 19%;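 note: 0% = DMSO and 100% = reference agonist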
PPARg SRC3 recr: PPARgamma agonists recruiting SRC-3 coactivator, primary screen, biochemical. Peroxisome proliferator-activated receptor gamma (Homo sapiens), P37231. biochemical PPARgamma/SRC-3 coactivator recruitment assay. activation, % at 8 µM. 200,000 compounds, 0.26% hits. AID 731, 2007; in the data active = activation above about 23%;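 note: 0% = DMSO and 100% = reference agonist; some compounds past the cut are filed as inactive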
TNAP inh noacc: human TNAP enzyme inhibitors, primary screen, biochemical, luminescent, no phosphate acceptor, uHTS; Alkaline phosphatase, tissue-nonspecific isozyme (Homo sapiens), P05186; purified TNAP, CDP-star luminescence, 30 min; inhibition, % at 20 µM; 200,000 compounds, 0.26% hits; AID 1012, 2008;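 active = tissue-nonspecific alkaline phosphatase inhibition above about 50% at 20 µM in the single-dose screen, limit read from the data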;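 note: 0% = DMSO negative control and 100% = EDTA positive control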
TR-FRET SRC-2 ct: TR-FRET signal artefacts, primary screen, artefact control for PPARgamma SRC-2 agonist project, biochemical | TR-FRET artefact counter-screen; stronger effect = higher value | TR-FRET ratio at 8 µM | 200,000 compounds, 0.4% hits; in the data active = TR-FRET ratio above about 2000; note: inactives centre near 1500
TNAP inh hi DEA: human TNAP enzyme inhibitors, primary screen, biochemical, luminescent, high phosphate acceptor level, uHTS; Alkaline phosphatase, tissue-nonspecific isozyme (Homo sapiens), P05186; purified TNAP, CDP-star luminescence, 1 M DEA; inhibition, % at 20 µM; 200,000 compounds, 0.03% hits; AID 1135, 2008;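 active = over 50% inhibition of tissue-nonspecific alkaline phosphatase at 20 µM in the single-dose screen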;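 note: plate controls were DMSO wells for no effect and EDTA-quenched wells as full inhibition for full effect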
* marks the source's active call; other numbers are inactive results. No enrichment for hits; about 1.6% have a hit in one of these screens.

no.	mol	bIAP activator	Efa HMGR inh	PPARg SRC-2 ag	bIAP inh	TNAP act hiacc
1	COc1ccc(C2Nc3cccc4cccc(c34)N2)cc1	0.9	-5	14	12	1
2	CCOC(=O)c1sc(C)c2c(=O)n(Cc3ccc(Cl)cc3)cnc12	0.9	-2	3	12	1
3	COc1ccc(NC(=O)c2cc(S(=O)(=O)N(C)C)ccc2N2CCCC2)cc1Cl	0.9	-4	4	11	1
4	O=C1NC2(CCC3(CC2)OCCO3)NN1c1ccc(Cl)cc1	1.1	-3	1	-6	1
5	CC(=O)Oc1cccc(/C=C2\C=C(c3ccc(C)cc3)OC2=O)c1	0.9	-4	11	9	1
6	CCC(=O)NC(=S)Nc1ccc(NC(=O)COc2ccccc2)cc1	1	-3	-6	3	1.1
7	O=C(COC(=O)c1cccnc1)c1ccc(Cl)cc1	1	1	4	0	1
8	COc1ccc(OC)c(CNc2nc3ccccc3n2CCN2CCCCC2)c1	1.1	-5	-5	-14	0.9
9	O=C(Nc1ccccc1)c1ccccc1N=Cc1ccccc1O	0.5	-1	7	49	1
10	O=C(CCN1CCN(c2ccccc2)CC1)Nc1ccc2c(c1)OCO2	0.9	1	-2	10	1

no.	PPARg SRC-1 ag	PPARg SRC3 recr	TNAP inh noacc	TR-FRET SRC-2 ct	TNAP inh hi DEA
1	10	14	-9	1734	2
2	9	7	-2	1672	2
3	-4	2	-19	1592	2
4	9	2	-9	1653	-1
5	10	3	0	1671	-1
6	-6	0	-7	1410	-6
7	3	-3	-11	1513	-5
8	14	1	-1	1437	5
9	0	-1	-6	1783	-2
10	5	5	-4	1566	2

(list continues)
no.	mol	bIAP activator	Efa HMGR inh	PPARg SRC-2 ag	bIAP inh	TNAP act hiacc
11	N/C(=N\OC(=O)Cc1cccs1)c1ccc([N+](=O)[O-])cc1	0.8	3	6	22	1
12	Cc1cc2c(cc1C)[n+](C)cn2CC(O)COCC1CC=CCC1 (centres undefined)	0.9	1	4	5	1.1
13	CCC(C)N1CC23C=CC(O2)C(C(=O)OC)C3C1=O (centres undefined)	1	-6	-3	-1	1
14	Cc1nc(SCC(=O)NC(=O)NCc2ccco2)nc(C)c1C	1.1	-3	4	-12	1
15	O=C(CSc1nnc(C2CC2)n1Cc1ccccc1)c1ccc(S(=O)(=O)N2CCOCC2)cc1	0.9	3	6	7	1
16	CCCn1c(=O)[nH]c(=O)c2c(C(=O)OCC)cc(-c3cccs3)nc21	1.3	-5	2	-26	1.1
17	NC(N)=Nc1nc(CCN2C(=O)c3ccccc3C2=O)cs1	0.9	-3	-3	8	1
18	COc1ccc([N+](=O)[O-])cc1/C=N/NC(=O)CNC(=O)C(c1ccccc1)c1ccccc1	1	-9	11	3	1
19	CCCN(CC(=O)Nc1ccc(C(N)=O)cc1)CC(=O)Nc1ccc(Cl)cc1Cl	0.9	3	7	11	1
20	COc1cc(/C=C/C(=O)OCC(=O)Nc2cccc(Oc3ccccc3)c2)ccc1O	1	0	6	0	1

no.	PPARg SRC-1 ag	PPARg SRC3 recr	TNAP inh noacc	TR-FRET SRC-2 ct	TNAP inh hi DEA
11	2	2	-4	1530	-1
12	6	2	-10	1607	-6
13	9	5	-7	1570	-3
14	4	-2	-9	1498	-1
15	1	1	6	1532	-2
16	4	4	-13	1748	-7
17	-2	20	-7	1392	-2
18	-4	0	-20	1547	-4
19	2	3	7	1751	-1
20	4	-1	-10	1697	-3

(cont.)
no.	mol	bIAP activator	Efa HMGR inh	PPARg SRC-2 ag	bIAP inh	TNAP act hiacc
21	Cn1c(SCC(=O)Nc2ccc(NC(=O)c3cccs3)cc2)nnc1-c1ccncc1	0.8	11*	7	16	1
22	CCOC(=O)C(CC)Sc1ncnc2c1nnn2-c1ccc(F)cc1 (centres undefined)	0.9	1	-1	8	1
23	O=c1[nH]c(Cc2ccccc2)nc2c1oc1ccccc12	0.8	3	2	16	1
24	CC(C)(C)n1nnnc1C(c1cccs1)N(Cc1ccccc1)Cc1cccnc1 (centres undefined)	1.1	-5	12	-9	1.1
25	CSc1ccccc1C(=O)NCCSC(C)(C)C	1	2	2	5	1
26	CC(Sc1nnc(-c2ccco2)o1)C(=O)NCCC1=CCCCC1 (centres undefined)	1	-1	9	2	1
27	COC(=O)C1=CC(C(=O)c2cccs2)=NN(c2ccc(OC)cc2)C1C(=O)OC (centres undefined)	1	-1	0	-2	0.8
28	COc1cccc(-n2cnc(=O)c3cccnc32)c1	1	1	-4	-2	1
29	NC(=O)CSc1nnc(-c2cc3ccccc3o2)n1Cc1ccccc1	0.9	1	7	9	1
30	CCCS(=O)(=O)c1nc(S(=O)(=O)c2ccc(C)cc2)c(N2CCCC2)s1	0.9	0	2	6	1

no.	PPARg SRC-1 ag	PPARg SRC3 recr	TNAP inh noacc	TR-FRET SRC-2 ct	TNAP inh hi DEA
21	3	-1	-10	1444	-2
22	-8	9	-7	1281	-1
23	-3	-13	-8	1455	-1
24	-5	-8	-9	1737	-5
25	-3	-2	-8	1398	1
26	14	6	-8	1471	0
27	6	3	17	1706	19
28	-7	-1	-12	1542	-5
29	0	-1	-2	1433	-1
30	2	9	-8	1702	-5

Following part:
no.	mol	bIAP activator	Efa HMGR inh	PPARg SRC-2 ag	bIAP inh	TNAP act hiacc
31	Cc1ccc([N+](=O)[O-])c(C)[n+]1C	0.9	-1	2	9	1
32	CC1(C)CC(CC(=O)O)C(=O)O1 (centres undefined)	0.9	-3	-4	8	1
33	O=C1C(Cl)=C(N2CCOCC2)C(=O)N1c1ccccc1	0.9	-7	-2	8	1
34	Fc1cccc(F)c1/C=C/c1ccc2ccccc2n1	0.8	-8	-2	20	1
35	Cn1c(CS(=O)Cc2c(Cl)cccc2Cl)nnc1SCc1c(Cl)cccc1Cl (centres undefined)	0.9	3	8	5	1
36	O=C(Nc1ccc2c(c1)OCO2)C1CCN(S(=O)(=O)c2cccs2)CC1	1	-2	-10	2	1
37	Cc1ccc(-n2ncc(Cl)c2C(=O)NC2CC2)cc1	1.1	-2	7	-5	1.1
38	COC(=O)c1ccc2c(c1)C(=O)N(C1CCCCC1)C2=O	1	2	6	4	1.1
39	CCCC(=O)c1cc(F)c(N2CCN(CCC#N)CC2)cc1C	1	-4	-6	2	1
40	COCCOC(=O)N/C=C\c1nc2ccccc2c(=O)[nH]1	0.9	-1	2	8	1.1

no.	PPARg SRC-1 ag	PPARg SRC3 recr	TNAP inh noacc	TR-FRET SRC-2 ct	TNAP inh hi DEA
31	-7	1	-10	1579	4
32	6	3	-6	1384	-2
33	0	4	-2	1577	0
34	10	9	4	1674	3
35	-8	-2	-7	1482	-2
36	5	-3	3	1530	0
37	6	3	-3	1574	-5
38	2	10	0	1492	-5
39	-2	-3	-13	1499	-4
40	6	5	-4	1612	-6

Going on with the list.
no.	mol	bIAP activator	Efa HMGR inh	PPARg SRC-2 ag	bIAP inh	TNAP act hiacc
41	O=C(O)CCc1nn2c3ccccc3n(CCO)c2nc1=O	1	-1	0	-4	1.1
42	O=C(O)c1ccc(S(=O)(=O)N2CCCCCC2)cc1	1	-1	1	1	1
43	COc1ccc(CNC(=O)c2sc(=S)n(-c3ccc(OC)cc3)c2N)cc1	0.7	1	-1	33	1
44	Cc1ccc(C(=O)N/N=C\c2ccc([N+](=O)[O-])s2)cn1	1.1	0	13	-8	0.8
45	COc1cccc(C2C(C(=O)c3ccco3)=C(O)C(=O)N2CCN(C)C)c1OC (centres undefined)	0.9	-3	2	12	1
46	O=C1CCC(/C=C/c2ccccc2)=NN1Cc1ccc(Cl)c(Cl)c1	0.8	-1	3	19	1
47	CCCC(C)NS(=O)(=O)c1ccc(OC)c(C)c1 (centres undefined)	0.6	2	-2	44	1.1
48	COc1cc(/C=N/NC(=O)c2ccc(CSc3nc4ccccc4[nH]3)cc2)ccc1O	1	0	11	-2	1
49	CCc1nnc(NC(=O)c2cc(OC)c(OC)cc2[N+](=O)[O-])s1	1	3	-2	4	1.1
50	CCOC(=O)C1CCN(C(=S)Nc2cc(C)ccc2C)CC1	0.9	-10	-1	6	1

no.	PPARg SRC-1 ag	PPARg SRC3 recr	TNAP inh noacc	TR-FRET SRC-2 ct	TNAP inh hi DEA
41	8	2	-15	1516	-6
42	6	-4	-22	1391	-4
43	0	-7	-5	1419	1
44	0	4	20	1529	24
45	-5	0	-4	1493	-1
46	2	-1	-4	1464	-2
47	-6	-6	3	1355	-7
48	5	6	-24	1576	-4
49	12	2	-6	1674	-5
50	3	2	-19	1567	-5

Other records follow.
no.	mol	bIAP activator	Efa HMGR inh	PPARg SRC-2 ag	bIAP inh	TNAP act hiacc
51	CCCC(C)C(=O)Nc1ccccc1C(=O)OCC (centres undefined)	1	0	8	3	1
52	COc1ccc(C2C(C(=O)OCC(=O)N3CCCCC3)CCC(=O)N2c2ccc(OC)cc2)cc1 (centres undefined)	1.1	-4	-1	-5	1.1
53	Cc1[nH]c2ccc(OC(=O)N3CCOCC3)cc2c1C(=O)OC(C)C	1	-10	9	5	1.1
54	CCN1CCCc2cc(CN(CCN3CCOCC3)C(=S)Nc3ccc(C)cc3)ccc21	1	0	0	2	1.1
55	O=C(O)C1CCCCN1S(=O)(=O)c1ccccc1 (centres undefined)	0.9	-2	13	14	1.1
56	Cc1ccc(N=C2NC(=O)CS2)c(C)c1	0.9	3	8	10	1
57	COCc1cc(=O)[nH]c(=S)[nH]1	1.1	0	-16	-14	1

no.	PPARg SRC-1 ag	PPARg SRC3 recr	TNAP inh noacc	TR-FRET SRC-2 ct	TNAP inh hi DEA
51	6	-1	-4	1375	0
52	4	0	3	1699	-8
53	4	9	-9	1641	-6
54	6	1	-5	1607	-5
55	8	10	-13	1744	-11
56	10	-6	4	1623	5
57	-6	-1	-11	1386	-1

Some of the entries so far, with one line to a screen:
[51] CCCC(C)C(=O)Nc1ccccc1C(=O)OCC (centres undefined)
[52] COc1ccc(C2C(C(=O)OCC(=O)N3CCCCC3)CCC(=O)N2c2ccc(OC)cc2)cc1 (centres undefined)
[53] Cc1[nH]c2ccc(OC(=O)N3CCOCC3)cc2c1C(=O)OC(C)C
[54] CCN1CCCc2cc(CN(CCN3CCOCC3)C(=S)Nc3ccc(C)cc3)ccc21
[55] O=C(O)C1CCCCN1S(=O)(=O)c1ccccc1 (centres undefined)

entry no.	51	52	53	54	55
bIAP activator	1	1.1	1	1	0.9
Efa HMGR inh	0	-4	-10	0	-2
PPARg SRC-2 ag	8	-1	9	0	13
bIAP inh	3	-5	5	2	14
TNAP act hiacc	1	1.1	1.1	1.1	1.1
PPARg SRC-1 ag	6	4	4	6	8
PPARg SRC3 recr	-1	0	9	1	10
TNAP inh noacc	-4	3	-9	-5	-13
TR-FRET SRC-2 ct	1375	1699	1641	1607	1744
TNAP inh hi DEA	0	-8	-6	-5	-11

Source: PubChem (several laboratories)
